# Compound activity: PubChem, several laboratories
# Dynein cargo inh: inhibitors of GR-EGFP nuclear translocation, primary screen, dynein cargo transport inhibitor project, imaging, high-content, 3617.4 mouse cells | hit rate 0.47% among 220,000 | AID 1381, 2008 | test concentration mostly 20 µM; stimulated with dexamethasone, 1 µM; stronger effect = lower value | z-score, hits read low;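 active = plate z-score of nuclear minus cytoplasmic receptor signal below a set negative limit, without overly bright fluorescence or cell loss, cut at about -3.5 in these data, passing the limit was not always enough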;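 also: z-score of nuclear minus cytoplasmic ring GR-EGFP intensity difference per well; some compounds called inactive have numbers as strong as hits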
#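 Schedule: 48 h induction, then 1 h compound, then 30 min agonist, 37 °C. Buffer or medium: tetracycline-free induction medium containing charcoal-stripped FBS. Reagent: 1.0 µM final dexamethasone stimulus. Evaluation: nuclear versus cytoplasmic GR-EGFP signal, averaged per well. Signal: high-content fluorescence imaging after fixation.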
# NOD1 NF-kB reporter: NOD1 signaling inhibitors, primary screen, cell-based, luminescence, uHTS (AID 1578) | NOD1-driven NF-kB luciferase reporter cells, luminescence; higher % means a stronger effect | inhibition, % at 4 µM, or EC50 in µM where a hit was titrated | hit rate 1% among 290,000; in the data active = inhibition mostly above about 36%, no sharp cut-off; inactive = mostly below about 34%;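 also: HEK-293T reporter cells stimulated with the NOD1 agonist gamma-tri-DAP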
# b-catenin transl: modulators of beta-catenin nuclear translocation, primary screen, imaging, HeLa cells, immunofluorescence, high-content. nuclear translocation activity, % at 5 µM. hit rate 0.3% among 190,000;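 active = nuclear translocation activity above 50% at 5 µM, with a well cell count of 50 or more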;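 also: per-cell ratio of nuclear to cytoplasmic median beta-catenin stain intensity; plate controls were DMSO negative control for no effect and GSK-3 inhibitor IX positive control for full effect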
#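 test system = HeLa cells, endogenous beta-catenin | dosing = single 5 µM dose plus 0.02–20 µM confirmation series | times = compound treatment 24 h, 37°C, 5% CO2 | technique = beta-catenin immunofluorescence imaging with DAPI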
# HEK293 NOD2/NF-kB: NOD2 signaling inhibitors, cell-based, luminescence, uHTS, HEK293 (AID 1566); HEK293 NOD2/NF-kB luciferase reporter, luminescence; higher % means a stronger effect; inhibition, % at 4 µM, or EC50 in µM where a hit was titrated; hit rate 0.63% among 290,000; in the data active = inhibition above about 50%; also: many of its hits are not listed in these tables
# Autophagy HCS: autophagy modulators in MEF cells, primary screen, imaging, high-content, MEF GFP-LC3; MEF GFP-LC3 puncta imaging; test concentration mostly 10 µM; calls only at 10 µM (by protocol); hit rate 0.98% among 190,000; AID 463193, 2010;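 active = percentage of spot-positive cells more than 3 SD above its plate mean, without a fluorescence outlier flag or 80% toxicity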;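 also: spot-positive cell cutoff set from DMSO-treated cells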
# MT stabilizer: microtubule stabilizers in HeLa cells, primary screen, imaging, high-content imaging. AID 2205, 2009. HeLa tubulin immunostaining HCS, 24 h; share of cells brighter than vehicle mean+2SD. % tubulin-high responders, % at 10 µM. hit rate 0.83% among 200,000;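 active = plate Z-score above 3 for both tubulin-high and condensed-nucleus cell shares, with cell loss under 80%, at 10 µM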;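 also: anti alpha tubulin signal scored within the nucleus-defined area of each cell; some results filed as inactive read as strong as hits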
# Ins promoter up: insulin promoter activators in MIN6 cells, imaging, high-content screening, mouse beta cells; AID 1625, 2009; hit rate 0.3% among 190,000; MIN6 insulin promoter-GFP reporter; stronger effect = higher value; z-score at 5 µM;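 active = z-score above 3 at 5 µM with at least 500 cells counted in the well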
# P. falciparum M17LAP: P. falciparum M17LAP inhibitors, primary screen, biochemical, fluorogenic H-Leu-NHMec substrate, 1536-well (AID 1619); recombinant M17LAP, H-Leu-NHMec fluorogenic kinetic assay; higher % means a stronger effect; one-dose inhibition, % at 30 µM; IC50 in µM for titrated hits; hit rate 0.38% among 220,000;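 active = compound inhibiting the enzyme by more than half at any dose during confirmatory dose-response retesting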;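 also: plate controls were full reaction with DMSO carrier for no effect and no enzyme background for full effect; strong numbers were not always called active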
# Yfh1-off respiration: enhancers of respiration in Yfh1-depleted yeast, dose response, Friedreich's ataxia, plus single-dose screen (AID 1465); hit rate 0.074% among 220,000; fold induction at 50 µM, or EC50 in µM where a hit was titrated; S. cerevisiae Yfh1-off respiration, WST-1 reduction, 72 h; higher fold induction means a stronger effect;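 active = fold induction of absorbance versus untreated yeast above a set limit, then at least 30% activation at any dose in follow-up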;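 also: activators that raise dye reduction in frataxin-depleted yeast; strong numbers were not always called active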
# Dynein cargo inh cytoplasmic EGFP: second read-out of Dynein cargo inh, no call of its own (marks repeat the call); z-score; measured here: cytoplasmic GR-EGFP intensity; stronger effect = higher value
# Dynein cargo inh nuclear GR-EGFP: second read-out of Dynein cargo inh, no call of its own (marks repeat the call); z-score; measured here: nuclear GR-EGFP intensity;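 lower value marks the stronger effect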
# Dynein cargo inh cell count: second read-out of Dynein cargo inh, no call of its own (marks repeat the call); z-score; measured here: cell count per field
# Ins promoter up cell count: also measured in Ins promoter up; calls as there; cell count; measured here: cytotoxicity, nuclei count;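 total cells summed across four imaged fields per well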
# b-catenin transl cell count 5 µM: further read-out of b-catenin transl, marked with its call; cell count; measured here: cell count, cytotoxicity flag
# MT stabilizer Hoechst-high %: second read-out of MT stabilizer, no call of its own (marks repeat the call); % Hoechst-high responders; measured here: nuclear condensation Hoechst responders;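 share of cells brighter than vehicle mean plus two SD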
# MT stabilizer cytotoxicity %: further read-out of MT stabilizer, marked with its call; toxicity, %; measured here: cytotoxicity by cell density;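 0% = mean cell density of plate MIN control wells and 100% = no cells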
# Autophagy HCS cell loss 18 h: second read-out of Autophagy HCS, no call of its own (marks repeat the call); toxicity, %; measured here: cell loss, nuclei count;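 cell loss after 18 h compound exposure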
# An asterisk follows results filed as active; i = inactive; x = no result given. An excerpt, so the mix of outcomes need not match the whole.
SMILES,Dynein cargo inh,Dynein cargo inh cytoplasmic EGFP,Dynein cargo inh nuclear GR-EGFP,Dynein cargo inh cell count,NOD1 NF-kB reporter,b-catenin transl,b-catenin transl cell count 5 µM,HEK293 NOD2/NF-kB,Autophagy HCS,Autophagy HCS cell loss 18 h,MT stabilizer,MT stabilizer Hoechst-high %,MT stabilizer cytotoxicity %,Ins promoter up,Ins promoter up cell count,P. falciparum M17LAP,Yfh1-off respiration
O=C(O)c1ccc(CNC(=O)c2ccc(C(F)(F)F)cc2)cc1,0.16,-0.17,0.023,0.092,-13%,-0.3,1124,12%,i,8,1.7,1.2,13,-1.2,1240,14%,i
COc1ccc(C(=O)OCC(=O)Nc2cc(S(=O)(=O)N3CCOCC3)ccc2N2CCCC2)cc1,0.91,-0.29,0.7,-0.81,-11%,-0.6,1017,22%,i,-12,5.4,3.5,8.4,0.09,1252,-4%,i
O=C(CCc1ccc(O)c(O)c1)NNC(=S)Nc1ccc(Br)cc1Cl,-0.19,-0.22,0.5,-0.54,-42%,-3.2,1089,-1%,i,45,3.4,2.4,4.2,-1.1,1604,30%,i
CCOc1ccc(C(=O)c2cnc3ccccc3c2N2CCN(CC)CC2)cc1,-0.33,-0.28,0.091,0.51,-18%,-0.7,1065,4%,i,-5,4.2,3.0,13,-0.24,1109,-2%,i
Cc1c(Cc2ccccc2)sc(N)c1C(N)=O,-1.1,-0.16,-0.36,0.29,-34%,0.0,1102,-19%,i,2,1.8,3.0,5.4,-0.35,1224,3%,i
CCOC(=O)C1=C(CC)Nc2ccccc2N=C1NC(=O)c1ccc(S(=O)(=O)N(C)C)cc1,-0.54,-0.24,0.006,0.37,13%,-0.1,1151,-5%,i,-4,0.7,0.9,7.7,1.3,845,-8%,i
COC(=O)CSc1nc2cc3c(cc2cc1C#N)OCO3,-1.2,0.19,-0.36,1.3,-151%,-4.6,872,-144%,i,0,2.1,1.5,0.1,-0.77,1277,-1%,i
Cc1ccc(S(=O)(=O)N2CCN(CC(=O)N/N=C/c3ccc(Br)s3)CC2)cc1,-0.7,-0.21,-0.15,-0.52,-11%,1.4,1134,10%,i,-2,3.6,3.4,8.3,0.04,1406,-3%,i
CCS(=O)(=O)N1CCN(c2ccc([N+](=O)[O-])c(NCc3ccccc3)c2)CC1,-0.33,-0.15,-0.36,1.1,26%,1.9,1372,1%,i,25,0.7,0.9,9.6,-0.3,1598,-1%,i
Cc1oc2ccc(OC(=O)COc3c(F)c(F)c(F)c(F)c3F)cc2c1C(=O)OC(C)C,0.37,-0.23,0.83,-0.14,-12%,-0.5,556,9%,i,-1,2.4,1.1,0.2,-0.16,1251,-1%,i
N#CCCN1CCN(S(=O)(=O)c2ccc(S(=O)(=O)NCC3CCCO3)cc2)CC1 (stereo not given),0.45,-0.2,0.39,0.14,-12%,-2.3,1142,3%,i,-8,2.9,2.7,9.3,-0.47,2092,5%,i
O=C(CCCn1c(SCc2ccccc2F)nc2ccccc2c1=O)NCC1CCCO1 (stereo not given),0.87,-0.17,0.6,-0.71,15%,x,x,7%,i,-6,4.3,2.2,8.2,-0.86,1228,2%,i
Cc1cc(Nc2ncc(Cl)cc2Cl)n[nH]1,-0.87,-0.31,-0.3,0.5,-13%,-2.1,1198,-5%,i,-19,5.8,3.7,4.4,-0.76,919,15%,i
CCOC(=O)C1=C(N)Oc2c(oc(CO)cc2=O)C1c1c(F)cccc1Cl (stereo not given),-0.23,-0.22,-0.28,0.69,-7%,3.0,1094,2%,i,2,1.3,1.5,8.5,0.38,792,7%,i
Cc1cc(C)nc(NS(=O)(=O)c2ccc(N=Cc3c(C)[nH]n(-c4ccccc4)c3=O)cc2)n1,-0.44,-0.15,-0.18,0.25,-7%,2.6,1063,16%,i,23,2.7,2.4,7.8,0.01,1415,7%,i
Cc1ccc(S(=O)(=O)CCc2nnc(NC(=O)C3CCCO3)s2)cc1 (stereo not given),-1.4,0.17,-0.74,0.72,-17%,x,x,7%,i,29,2.3,1.9,6.5,-0.08,885,1%,i
Cc1nn(C(C)C(=O)NCc2ccccc2)c(C)c1[N+](=O)[O-] (stereo not given),1,0.039,0.96,0.19,-7%,-0.7,1318,10%,i,18,3.1,2.3,5.0,0.49,1523,-14%,i
COc1ccc(/C=c2\sc3nc(-c4ccccc4OC)nn3c2=O)c(OC)c1,-3.4,0.048,-0.58,0.29,10%,2.4,1135,15%,i,16,3.2,1.8,10,-0.35,1785,6%,i
O=C1NN=C(c2ccc(Cl)cc2)CC1c1c[nH]c2ccccc12 (stereo not given),-0.99,-0.18,-0.44,0.89,-29%,14,588,12%,i,17,2.3,0.8,9.8,0.37,1554,-2%,i
COc1ccc(OC)c(NC(=O)CS(=O)(=O)c2ccccc2)c1,1.5,-0.073,0.68,-1,-1%,-0.5,1026,3%,i,12,3.0,1.6,6.6,-0.12,1309,8%,i
O=c1[nH][nH]c(C(F)(F)F)c1C=NCc1cccs1,-0.085,-0.34,-0.0092,-0.26,-45%,-4.0,1122,0%,i,0,3.7,1.9,11,-0.39,1314,3%,i
CN(C)c1ccc(NS(=O)(=O)c2cc(Cl)ccc2Cl)cc1,0.39,-0.26,0.51,-0.6,12%,-1.8,1100,-6%,i,-4,14,17,31,-0.26,1468,-21%,i
O=C1CCC/C(=N\NC(=O)c2ccc(NS(=O)(=O)c3ccc(Br)cc3)cc2)C1,0.13,-0.26,-0.31,0.33,13%,-1.0,528,7%,i,-12,3.4,2.1,5.0,2.2,1091,8%,i
COc1ccc(CNc2oc(COc3ccc(Cl)cc3)nc2C#N)cc1,0.12,-0.12,0.087,1.2,-12%,2.6,1375,5%,i,6,11,2.2,4.5,-0.18,1569,6%,i
O=c1c(-c2ccco2)[n+]([O-])c2ccccc2n1OCc1ccccc1,-0.21,2.1,0.52,0.63,10%,x,x,13%,i,35,1.6,0.9,8.3,0.72,954,13%,x

# Remaining list, next part:
SMILES,Dynein cargo inh,Dynein cargo inh cytoplasmic EGFP,Dynein cargo inh nuclear GR-EGFP,Dynein cargo inh cell count,NOD1 NF-kB reporter,b-catenin transl,b-catenin transl cell count 5 µM,HEK293 NOD2/NF-kB,Autophagy HCS,Autophagy HCS cell loss 18 h,MT stabilizer,MT stabilizer Hoechst-high %,MT stabilizer cytotoxicity %,Ins promoter up,Ins promoter up cell count,P. falciparum M17LAP,Yfh1-off respiration
CC(=O)Oc1ccc(-c2cccc(C(=O)O)c2)cc1,0.32,-0.2,0.34,0.57,-5%,x,x,4%,i,-12,2.4,0.9,1.8,-0.06,962,8%,i
CN1CCc2nc3ccc(Cl)cc3c(-c3ccccc3Cl)c2C1,-0.41,-0.27,-0.19,0.77,-5%,x,x,13%,i,6,4.5,1.3,5.0,-0.53,1251,-26%,i
O=C(O)[C@H](Cc1ccccc1)NC(=O)N1CCN(c2ccccc2)CC1,-0.86,-0.13,-0.33,0.27,-3%,0.4,1284,4%,x,x,x,x,x,-0.31,1162,-1%,i
CCCN1C(=O)/C(=N\OCC(=O)Nc2ccc(C(C)C)cc2)c2ccccc21,-1,-0.24,-0.55,0.47,-45%,-1.5,933,8%,i,13,5.8,2.2,11,0.7,2193,9%,i
COc1ccccc1/C=C/C(=O)NCC(=O)N/N=C/c1ccc2c(c1)OCO2,-0.19,-0.29,-0.37,0.28,-27%,-0.3,1093,2%,i,31,1.9,2.8,2.7,0.24,1110,-3%,i
CC(/C=C/c1ccccc1)=N/NC(=O)CNC(=O)c1ccc2c(c1)OCO2,-0.11,-0.24,-0.4,0.43,5%,x,x,-4%,i,-4,1.4,1.5,5.6,x,x,7%,x
Cc1nn(Cc2cccc(C(=O)NCC(C)C)c2)c(C)c1Br,2.3,-0.23,1.5,-1,-13%,-1.6,1289,4%,i,-1,2.9,2.6,6.2,-0.7,840,-2%,i
Cc1cc(=O)[nH]c(N)n1,0.84,-0.27,0.29,0.048,17%,-1.0,1101,-4%,x,x,x,x,x,-0.31,1393,0%,i
Cc1cc(C)cc(Cn2ncc(Cl)c(Cl)c2=O)c1,-6.1*,0.98*,-2.7*,0.55*,10%,-0.9,995,3%,i,1,2.8,2.9,2.1,-0.27,765,-5%,i
CC1CCCCN1CCNC(=O)C1CCN(S(=O)(=O)N2CCCCC2)CC1 (stereo not given),-0.92,-0.32,-0.69,1.1,0%,-0.9,1352,13%,i,-5,3.8,3.2,11,-0.22,1533,10%,i
O=C1/C(=C\c2ccc(Br)o2)Cc2ccccc21,-0.52,0.74,-0.51,0.74,-28%,0.5,990,-28%,i,-9,5.6,3.1,3.9,-0.48,1361,-1%,i
CNS(=O)(=O)c1ccc(Oc2ccc(S(=O)(=O)NC)cc2)cc1,-1,0.037,-0.16,0.087,-1%,-3.2,1177,12%,i,12,3.4,2.9,9.4,-0.22,1201,-19%,i
CN1C(C(=O)NCCc2cccs2)CC2Cn3c(nc4cc(Cl)c(Cl)cc43)C21 (stereo not given),0.45,-0.68,0.37,-0.51,0%,-0.3,1324,10%,x,x,x,x,x,-0.16,957,7%,i
COc1ccccc1N1CCN(C(=O)C2CCN(S(=O)(=O)c3ccc(F)cc3)CC2)CC1,x,x,x,x,-39%,-4.7,1062,0%,x,x,x,x,x,0.46,1172,-12%,i
